Compound activity deposited in PubChem BioAssay by National Center for Advancing Translational Sciences (NCATS).
ERK EGF inh: inhibitors of EGF-stimulated ERK signaling pathway; HEK293-V1b, EGF-stimulated phospho-ERK AlphaScreen; Potency, µM (top dose mostly 11.5 µM), without a hit: at the top dose activity change, negative = inhibition, most hits filed as inhibitors; actives 0.41% (n = 130,000); AID 1454; active = well fitted inhibition curve with a large enough effect; inconclusive = small, poorly fitted or top-dose-only effect, or effect the other way;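 note: plate controls were stimulated vehicle wells for no effect and unstimulated vehicle basal for full effect; nearly all actives have a fitted effect of over 55% in size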
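Cell line HEK293 (stable V1b), low serum overnight. Pretreatment: compound 30 min, 37C. EGF 25 nM, 5 min. Detection: SureFire AlphaScreen, 5 h RT. AC50 via standard Hill equation.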
The depositor's hits bear a star; u = inconclusive; [ ] = dose if it differs, or a comment. Potency is the fitted concentration of half-maximal effect. Only part of the results is shown. The share of hits here may be higher or lower than overall.

The opening 3 records (preview)
SMILES | ERK EGF inh
COC(=O)[C@@]1(Cc2ccc(OC)cc2)[C@H]2c3cc(C(=O)N4CCCC4)n(CCc4c[nH]c5ccc(OC)cc45)c3C[C@H]2CN1C(=O)c1ccccc1 | -1%
O=C(NCCC1=CCCCC1)C1CCC(CNc2c(N3CCCC3)c(=O)c2=O)CC1 (stereo not drawn) | 4%[57.5 µM]
CCCOc1ccc(C(=O)NC(=S)NCc2cccnc2)cc1 | 12%

The list itself, repeating the preview:
SMILES | ERK EGF inh
COC(=O)[C@@]1(Cc2ccc(OC)cc2)[C@H]2c3cc(C(=O)N4CCCC4)n(CCc4c[nH]c5ccc(OC)cc45)c3C[C@H]2CN1C(=O)c1ccccc1 | -1%
O=C(NCCC1=CCCCC1)C1CCC(CNc2c(N3CCCC3)c(=O)c2=O)CC1 (stereo not drawn) | 4%[57.5 µM]
CCCOc1ccc(C(=O)NC(=S)NCc2cccnc2)cc1 | 12%
COc1ccc(/C=N/NC(=O)c2ccncc2)cc1COc1ccc(NC(C)=O)cc1 | 3%[57.5 µM]
Nc1c(C(=O)Nc2ccc(F)cc2)sc(=S)n1-c1ccccc1F | -2%
CCOC(=O)c1cnc2cc(C)ccn2c1=O | 4%
Cc1ccc(S(=O)(=O)C2(C(=O)Nc3ccc(C(C)C)cc3)CC2)cc1 | -5%
Cc1cccc(N)c1SC1CCCCC1O (stereo not drawn) | -12%
CC1CC(C)(C)NC(=S)N1CCCC(=O)N1CCN(c2ccc(F)cc2)CC1 (stereo not drawn) | 12%
Fc1ccc(-c2cc(C(F)(F)F)nc(-n3cc(Cl)cn3)n2)cc1 | 5%
CC(=O)OC1CC2C(C)(C)C(O)CC[C@@]2(C)C2CC[C@@]3(C)C(c4ccoc4)OC(=O)C4O[C@@]43[C@]12C (stereo partly drawn) | 22%
O=C(c1cnc2n(c1=O)CCS2)N1CCCc2ccccc21 | -1%
Cc1ccc(C)c(S(=O)(=O)NCc2ccc(C(=O)NCc3ccco3)cc2)c1 | -7%
NC(=S)Nc1c(Cl)cccc1Cl | -12%[57.5 µM]
O=[N+]([O-])c1cc(S(=O)(=O)N2CCCCCC2)ccc1F | -2%
O=[N+]([O-])c1cccc(-c2ccc(SCc3ccccn3)nn2)c1 | u
O=c1cc(NCc2ccccc2)nc2n1CCCS2 | 5%
CCCC(=O)Nc1ccc2nc(SCC(=O)N3CCCC3)sc2c1 | -3%
COc1cc(C(=O)O/N=C(\N)c2ccccn2)cc(OC)c1OC | -9%[57.5 µM]
CC(C)(CC(=O)O)CC(=O)NCc1c(Cl)cccc1Sc1ccc(Cl)cc1 | -3%[57.5 µM]
CN(C)Cc1ccccc1COc1ccccc1 | 1%
FC(F)(F)c1cccc(NC(=S)NNC(=S)Nc2cccc(C(F)(F)F)c2)c1 | 3%[57.5 µM]
O=C(C1=C[C@H](c2ccc(Br)cc2)C[C@H](OCc2ccc(CO)cc2)O1)N1CCOCC1 | u
Cc1csc(NC(=O)CSc2nnc(-c3ccoc3C)n2C(C)c2ccccc2)n1 (stereo not drawn) | -4%[57.5 µM]
CCOC(=O)N1CCN(C(=S)NC(=O)c2cncc(Br)c2)CC1 | 7%
O=C(O)COn1c(-c2ccc(Cl)cc2)nc2ccc(Cl)cc21 | -10%
O=C(Nc1ccc(S(=O)(=O)NC2=NCCCCC2)cc1)c1ccco1 | -7%
CC(C(O)C12CC3CC(CC(C3)C1)C2)N1CCCCC1 (stereo not drawn) | -6%
Cc1ccc(C(C[N+](=O)[O-])c2c(C)cc3ccccn23)cc1 (stereo not drawn) | -1%
NN/C(=C\[N+](=O)[O-])Nc1ccccc1 | -2%
CC(C)Oc1ccc(C(=O)NC(Cc2c[nH]c3ccccc23)C(=O)NN)cc1 (stereo not drawn) | 2%[57.5 µM]
Cc1cccc(NC(=O)c2cc(Cl)ccc2[N+](=O)[O-])c1 | 0%
O=C(COc1ccc(F)cc1)NNC(=O)c1cc2ccccc2oc1=O | 7%
O=C(N/N=C/c1cnc(N2CCCCC2)s1)c1ccc(C(F)(F)F)cc1 | 4%[57.5 µM]
COc1ccc(NS(=O)(=O)c2cc(NC(=O)c3ccc(F)cc3)ccc2OC)cc1 | 21%
COc1ccc([N+](=O)[O-])cc1N(CC(=O)NCCSc1ccc(C)cc1)S(C)(=O)=O | -2%
COc1ccccc1CCN=C(N)NS(=O)(=O)c1cccs1 | -1%
COc1cc(C2C(C#N)=C(C)NC(C)=C2C#N)cc(OC)c1OC | 11%
O=[N+]([O-])c1cc(CN2CCCC2)c2cccnc2c1O | 2%
Cc1c(N2C(=O)/C(=C\c3ccc(N(C)C)cc3)N(C)C2=S)c(=O)n(-c2ccccc2)n1C | u
COC(=O)CC1COc2ccccc2N1C(=O)c1cccc(C(F)(F)F)c1 (stereo not drawn) | 1%
COC(=O)CSc1nc2c(c(C3CC=CCC3)c1C#N)CCC2 (stereo not drawn) | 1%
COC(=O)CCCC(=O)NC(C)c1cnn(-c2ccccc2C)c1C (stereo not drawn) | 11%
CCn1c2ccc(C)cc2c2nnc(SCCN3CCOCC3)nc21 | -5%
O=c1[nH]oc(O)c1-c1ncc(C(F)(F)F)cc1Cl | 1%
COc1cccc(CN2CCN(Cc3cccn3-c3cccnc3)CC2CCO)c1 (stereo not drawn) | -4%
Cc1ncoc1C(=O)N1CCCC(C(=O)c2ccc(C(F)(F)F)cc2)C1 (stereo not drawn) | -8%
COC(CNC(=O)C1CCN(C(=O)c2cc3oc(C)cc3n2Cc2c(F)cccc2Cl)CC1)OC | -6%[57.5 µM]
FC(F)(F)c1cccc(Nc2cc(-c3ccccc3)nc3ncnn23)c1 | -4%[57.5 µM]
C=C(C)C(=O)Nc1cccc(C2=NOC3(C2)C[C@@H](C(N)=O)N(C(=O)/C(C)=C/C)C3)c1 (stereo partly drawn) | 5%[57.5 µM]
Cc1cc(C)cc(N2CCCC2=O)c1 | 15%
CCCCOC(=O)C1=C(C)NC(=O)NC1c1ccc([N+](=O)[O-])s1 (stereo not drawn) | -1%
Cc1ccc(Nc2nc(N)nc(CSc3nncn3C)n2)cc1 | 6%
COc1ccc(C(=O)NNC(=O)CSc2nc3c([nH]2)c(=O)n(C)c(=O)n3C)cc1 | -1%
CCOc1cccc(OCCOCCNC(C)(C)C)c1 | 3%
O=C(Sc1cccc2cccnc12)c1ccc(F)cc1 | -5%
Cc1cccc(NC2=C(C#N)C(=O)NC3(CCCC3)S2)c1 | -18%[57.5 µM]
COc1ccc2c3c1OC1CC(O)C=CC31CCN(C)C2 (stereo not drawn) | -3%[57.5 µM]
CC1(C)CC2(CCO1)OC(=O)CC2C(=O)Nc1c(Cl)cccc1Cl (stereo not drawn) | 7%[57.5 µM]
O=C(Nc1cccc(-c2nc3cccnc3s2)c1)C1c2ccccc2Oc2ccccc21 | 3%
Later entries:
SMILES | ERK EGF inh
CCOC(=O)C1=NN(C(=O)c2cccc(Br)c2)C(O)(C(C)(C)C)C1 (stereo not drawn) | -16%[57.5 µM]
Cc1ccc(C2=NNC(c3cccc(F)c3)S2)cc1 (stereo not drawn) | -4%
S=c1[nH]nc(Nc2ccccc2Cl)s1 | 11%
N#C/C(=C\c1ccc(O)c([N+](=O)[O-])c1)C(=O)NCc1ccccc1 | 0%[57.5 µM]
CC(Nc1cc(=O)n(C)c(=O)n1C)c1ccccc1 (stereo not drawn) | 6%
CC(=O)Nc1ccc(NC(=O)C(C)N2CCN(S(=O)(=O)c3ccc(C)cc3)CC2)cc1 (stereo not drawn) | -9%
CCN(CC(=O)Nc1ccc(NC(C)=O)cc1)C(=O)c1n[nH]c(=O)c2ccccc12 | -1%
CC(=O)N1CCc2c(sc3c2c(=O)n(-c2ccccc2)c(=O)n3Cc2ccccc2Cl)C1 | -3%
CC(=O)c1c(C)[nH]c(C2=NNC(=NCc3ccccc3)SC2)c1C | 11%
C/C(=N/NC(=O)Nc1ccccc1)c1ccc(C)cc1 | -12%
Cc1ccc(NC(=S)NC(=O)c2sc3ccccc3c2Cl)c(C(=O)O)c1 | -8%
Cc1ccc(OCC(=O)NNC(=O)c2ccoc2C)c(Br)c1 | 14%
CN(Cc1ccccc1)S(=O)(=O)c1ccc(NC(=S)NC(=O)C2CCCCC2)cc1 | -9%
O=c1[nH]c2ccc(S(=O)(=O)N3CCCCC3)cc2[nH]c1=O | -1%
CO/N=C/CC(=O)c1cnc(-c2ccc(Cl)cc2)s1 | 1%

Two records picked at random from those above, as already listed:
SMILES | ERK EGF inh
O=c1[nH]c2ccc(S(=O)(=O)N3CCCCC3)cc2[nH]c1=O | -1%
Cc1ccc(OCC(=O)NNC(=O)c2ccoc2C)c(Br)c1 | 14%

Some of the entries so far, with the structure last.
ERK EGF inh | Molecule
-3% | CC(=O)N1CCc2c(sc3c2c(=O)n(-c2ccccc2)c(=O)n3Cc2ccccc2Cl)C1
11% | CC(=O)c1c(C)[nH]c(C2=NNC(=NCc3ccccc3)SC2)c1C
-12% | C/C(=N/NC(=O)Nc1ccccc1)c1ccc(C)cc1

More entries:
SMILES | ERK EGF inh
O=C(/C=C/c1cccc([N+](=O)[O-])c1)Nc1cc(C(=O)O)cc(C(=O)O)c1 | 3%
CN(c1ccccc1)S(=O)(=O)c1ccc(Cl)c(C(=O)OCC(=O)N2CCOCC2)c1 | -4%
CN(Cc1ccccc1)C(=O)CSc1nc2cc(C(=O)N3CCC(C(N)=O)CC3)ccc2c(=O)n1-c1ccccc1 | -12%[57.5 µM]
CCCC(C)NC(=O)c1c2c(nc3ccccc13)CCC2 (stereo not drawn) | -4%
O=C(CN1CCN(c2ccccc2)CC1)Nc1ccc2c(c1)OCCO2 | -1%
COc1cc(NC(=O)COC(=O)C2CC2)c(C)cc1[N+](=O)[O-] | 2%
O=C1NC(=S)N/C1=C/c1cccn1-c1ccc([N+](=O)[O-])cc1 | -6%
O=C(/C=C/c1ccccc1)NCCOc1ccccc1 | 17%
CS(=O)(=O)Nc1cccc(C2=NN(S(C)(=O)=O)C(c3ccc4c(c3)OCO4)C2)c1 (stereo not drawn) | 6%
C/C(=N\NS(=O)(=O)c1ccc(Cl)cc1)c1ccc(NC(=O)c2ccco2)cc1 | 7%
CCOC(=O)C(NC(=O)CC)(Nc1ccc(S(N)(=O)=O)cc1)C(F)(F)F (stereo not drawn) | 4%[57.5 µM]
CCCCN(CC)Cc1c(O)ccc2c3c(c(=O)oc12)CCC3 | -1%[57.5 µM]
Cc1cccc(-c2noc(-c3c(C)noc3C)n2)c1 | 1%[57.5 µM]
COc1cc2c(cc1OC)CN(C(=O)c1ccc(S(=O)(=O)N(C)c3ccccc3)cc1)CC2 | 5%[57.5 µM]
O=c1c(Cl)c(N2CCN(c3ccc(F)cc3)CC2)cnn1C12CC3CC(CC(C3)C1)C2 | 1%

Some values from above.
CN(c1ccccc1)S(=O)(=O)c1ccc(Cl)c(C(=O)OCC(=O)N2CCOCC2)c1 in ERK EGF inh reads -4%
O=C(/C=C/c1cccc([N+](=O)[O-])c1)Nc1cc(C(=O)O)cc(C(=O)O)c1 in ERK EGF inh reads 3%
CCOC(=O)C(NC(=O)CC)(Nc1ccc(S(N)(=O)=O)cc1)C(F)(F)F (stereo not drawn) in ERK EGF inh reads 4%[57.5 µM]
O=C(/C=C/c1ccccc1)NCCOc1ccccc1 in ERK EGF inh reads 17%

Further results follow.
SMILES | ERK EGF inh
O=S(=O)(c1cc(Cl)cc(Cl)c1)N1CCCC1c1nc2ccccc2s1 (stereo not drawn) | 1%
CCNC(=O)C(CCSC)NS(=O)(=O)c1ccc(C)cc1 (stereo not drawn) | 1%[57.5 µM]
COc1ccc(-c2nc3ccccc3c(=O)n2CCOc2ccc(C)cc2C)cc1 | u
CC(CCc1ccccc1)NC(=O)CCNC(=O)Cn1ccc2ccccc2c1=O (stereo not drawn) | -3%
CC(NC(=O)CCN1C(=O)c2ccccc2C1=O)c1ccc2c(c1)CCCC2 (stereo not drawn) | 0%
COc1cc2c(cc1OC)C(Nc1ccccc1)=NC(C)(C)C2 | 2%
Cc1cc(O)c(-c2cc(C(=O)Nc3sc4c(c3C(=O)NCc3ccco3)CCC4)[nH]n2)cc1C | -18%[57.5 µM]
COc1ccnc(CSC(N)=Nc2ccccc2OC)c1 | 3%
O=C(NC(=S)Nc1ccc(N2CCOCC2)cc1)c1ccc2c(c1)OCCO2 | 5%
Cc1ccc(-n2c(N)c(C(=O)Nc3c(C)n(C)n(-c4ccccc4)c3=O)c3nc4ccccc4nc32)cc1 | -1%
COc1cc(/C=N/Nc2nc(C)nc3c2cnn3-c2ccccc2)ccc1O | u
CCOc1nc(Nc2cc(Cl)ccc2OC)nc(OCC)n1 | 9%
C/C=C/Cn1c(SC)nc2c1c(=O)[nH]c(=O)n2C | u
CC(C)[C@H](NC(=O)c1ccccc1Cl)C(=O)Nc1nc(-c2ccccn2)cs1 | 27%
CCOc1ccc(-n2cc(-c3ccccc3)c3c(N4CCOCC4)ncnc32)cc1 | u
COc1cc(/C=C/C(=O)OCC(=O)NC(=O)NC(C)C)ccc1O | 3%[57.5 µM]
COC(=O)c1ccc(NC(=O)CO/N=C2\CCCc3nonc32)cc1 | 0%
CCc1nc(N2CCCCC2C(=O)O)c2oc3ccccc3c2n1 (stereo not drawn) | -4%[57.5 µM]
S=C(NCc1ccco1)N/N=C/c1ccc(Cl)cc1 | 7%
COc1ccc(C(=O)Nc2cnn(Cc3c(F)cccc3Cl)c2)cc1OC | -3%[57.5 µM]
O=C(/C=C/c1cccc([N+](=O)[O-])c1)NC(=S)Nc1ccc(CN2CCOCC2)cc1 | -10%
Cc1ccc(-n2nnnc2SCC(=O)Nc2cccnc2Cl)cc1 | -3%
CCc1ccccc1NC(=O)C1c2ccccc2Oc2ccccc21 | 5%
O=C(NCc1ccc2c(c1)OCO2)C1(S(=O)(=O)c2ccccc2)CC1 | 1%
CCCCNC(=O)CN(c1cccc(F)c1)S(C)(=O)=O | -9%
O=C(Nc1cccnc1)c1ccc(S(=O)(=O)c2ccc(Cl)cc2)cc1 | u
